CIT2-GFP yeast = yeast TOR pathway CIT2-GFP modulation. S. cerevisiae CIT2-GFP strain, flow cytometry, 3 h; 100 means same as DMSO wells. GFP response vs DMSO, % at 10 µM. 320,000 compounds, 0.065% hits. AID 2029;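 active means GFP response relative to DMSO above a set limit, near the screen mean plus 3 SD, cut at about 150% in these data; inconclusive means Fewer than 70 cells measured for a yeast strain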;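 further: ratio of well median GFP fluorescence to mean of DMSO wells on the plate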
MEX-5 binding = C. elegans MEX-5 TCR-2 RNA binding activity; activity score (negative = inhibition of binding), % at 10 µM; MEX-5/FITC-TCR2 RNA binding, fluorescence polarization; stronger effect = lower value; Q9XUB2; AID 1832; 300,000 compounds, 0.38% hits;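 active means inhibition past about -25% in most replicates, and total fluorescence under double the plate's negative control median, limit read from the data; inconclusive means replicates evenly split on the limit, or fluorescence at least double controls; inactive means too little inhibition in most replicates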;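 further: 0% = DMSO and -100% = 5 µM competing unlabeled TCR2 RNA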
Target sequence (Q9XUB2 whole entry, looked up): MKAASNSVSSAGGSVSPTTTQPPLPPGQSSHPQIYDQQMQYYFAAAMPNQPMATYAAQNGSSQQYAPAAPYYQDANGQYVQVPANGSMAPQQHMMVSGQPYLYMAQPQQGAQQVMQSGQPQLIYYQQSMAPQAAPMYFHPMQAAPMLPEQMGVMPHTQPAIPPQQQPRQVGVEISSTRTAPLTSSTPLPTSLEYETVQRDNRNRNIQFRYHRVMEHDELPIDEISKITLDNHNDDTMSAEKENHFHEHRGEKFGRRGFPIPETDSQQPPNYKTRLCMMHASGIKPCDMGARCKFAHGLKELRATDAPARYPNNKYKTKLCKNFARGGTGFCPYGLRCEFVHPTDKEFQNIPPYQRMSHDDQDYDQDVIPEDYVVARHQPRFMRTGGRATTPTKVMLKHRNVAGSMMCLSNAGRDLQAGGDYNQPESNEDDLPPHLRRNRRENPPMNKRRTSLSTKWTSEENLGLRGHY
Fam108B counter = counter-screen for RBBP9 inhibitors: inhibitors of mouse Fam108B. recombinant Fam108B, FP-Rh probe fluorescence polarization. inhibition, % at 9.51 µM. 300,000 compounds, 0.33% hits. AID 1947;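 active means inhibition above the screen mean inhibition plus 3 SD, computed separately per campaign, cut at about 18% in these data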;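 further: inhibitors lower polarization as less probe binds the enzyme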
GLD-1 TGE inh = GLD-1-TGE RNA interaction inhibition (C. elegans). AID 2280. purified GLD-1 + fluorescein TGE RNA, fluorescence polarization. inhibition, % at 5.96 µM. 320,000 compounds, 0.44% hits. Q17339;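 active means percent inhibition above a per-plate cutoff, the plate mean of test compounds plus 3 SD, cut at about 30% in these data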;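 further: 0% = DMSO wells with GLD-1 and probe and 100% = wells lacking GLD-1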
VLA-4 inh = inhibition in a human VLA-4 binding assay. VLA-4 expressing cells, ligand binding flow cytometry. inhibition, % (about 7 µM as worked out from the volumes in the protocol). P13612. 330,000 compounds, 0.2% hits; in the data active means inhibition above about 50%
BCLXL inh = Bcl-xL (human) inhibition. GST-Bcl-xL / FITC-Bim BH3 peptide fluorescence polarization. inhibition, % at 10.9 µM. 320,000 compounds, 0.7% hits. AID 2129;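 active means inhibition above the mean of all tested compounds plus 3 SD, cutoff set per campaign, cut at about 30% in these data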;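 further: 0% = DMSO wells and 100% = unlabeled Bim-BH3 peptide competitor; inhibitors lower millipolarization by displacing the labeled peptide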
Target sequence (Q07817 whole entry, looked up): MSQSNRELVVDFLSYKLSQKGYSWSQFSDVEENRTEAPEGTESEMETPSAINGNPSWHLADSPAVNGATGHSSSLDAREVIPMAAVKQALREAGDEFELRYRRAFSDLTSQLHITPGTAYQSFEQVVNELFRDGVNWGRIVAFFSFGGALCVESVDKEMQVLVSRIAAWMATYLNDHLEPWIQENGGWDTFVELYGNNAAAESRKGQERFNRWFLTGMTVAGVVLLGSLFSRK
AGP1-GFP MLPCN = modulators of TOR pathway AGP1-GFP in S. cerevisiae; S. cerevisiae AGP1-GFP multiplex flow cytometry, 3 h; GFP as percent of DMSO wells; GFP response vs DMSO, % at 10 µM; 320,000 compounds, 0.02% hits;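 active means GFP response relative to DMSO above a set limit, near screen average plus 3 SD, cut at about 150% in these data; inconclusive means fewer than 70 cells counted for the yeast strain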;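 further: median GFP channel fluorescence of the gated AGP1 strain per well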
MCL1-BIM inh = disrupts human MCL1 binding to BIM-BH3 peptide; Q07820; GST-MCL1 / FITC-Bim-BH3 fluorescence polarization; inhibition, % at 10.9 µM; 320,000 compounds, 0.68% hits; AID 2057;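 active means inhibition above the mean inhibition of all tested compounds plus 3 SD, set per campaign, cut at about 40% in these data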;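 further: 0% = DMSO wells and 100% = unlabeled Bim-BH3 peptide control; higher means more loss of mP so more displacement of Bim peptide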
Target sequence (Q07820 whole entry, looked up): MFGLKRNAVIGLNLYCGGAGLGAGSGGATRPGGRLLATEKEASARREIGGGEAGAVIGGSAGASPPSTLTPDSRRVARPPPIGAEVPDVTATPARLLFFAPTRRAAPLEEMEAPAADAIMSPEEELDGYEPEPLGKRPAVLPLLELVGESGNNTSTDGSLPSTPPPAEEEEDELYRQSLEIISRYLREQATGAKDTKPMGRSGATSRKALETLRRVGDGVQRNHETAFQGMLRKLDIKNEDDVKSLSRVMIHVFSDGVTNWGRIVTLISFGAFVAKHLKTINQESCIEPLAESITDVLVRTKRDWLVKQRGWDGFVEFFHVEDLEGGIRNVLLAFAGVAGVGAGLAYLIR
GRK2 inh = human GRK2 inhibition via aptamer displacement; P25098; bead flow cytometry, FAM-aptamer displacement from GRK2; inhibition of aptamer binding, % at 10 µM; 330,000 compounds, 0.59% hits; AID 488847;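 active means inhibition of aptamer binding above 40%, roughly 3 SD of noise, on plates passing a quality check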;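 further: median bead fluorescence of bound FAM aptamer so fluorescent compounds give negative values; no value below 0 was filed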
The depositor's hits bear a star; u = inconclusive; x = not tested or not shown. No enrichment for hits (roughly 2.2% active in at least one column).

SMILES | CIT2-GFP yeast | MEX-5 binding | Fam108B counter | GLD-1 TGE inh | VLA-4 inh | BCLXL inh | AGP1-GFP MLPCN | MCL1-BIM inh | GRK2 inh
COc1ccccc1C(CNC(=O)c1ccco1)N1CCCC1 (centres undefined) | 89 | x | x | -5 | 4 | 2 | 101 | 3 | 0
COc1ccc(Nc2nc(-c3ccccc3)nc3ccccc23)cc1 | 91 | -1.2 | 3 | 5 | -5 | 4 | 97 | 2 | 1
COc1ccc2[nH]c(C)c(C(=O)CN(C)C)c2c1 | 104 | -5.5 | -1 | 1 | 12 | -3 | 100 | -9 | 0
Cc1ccc(NC(=O)CC(=O)c2ccccc2)cc1C | 101 | 1.0 | -3 | 6 | -1 | 1 | 96 | 1 | 4
CCN1C(=O)/C(=C/c2cnn(CC)c2C)SC1=S | 106 | -3.5 | 0 | -11 | 18 | -5 | 99 | -9 | 0
C=CCSc1nnc(CNC(=O)c2ccccc2C)n1C(C)C | 103 | 1.3 | 4 | 4 | -6 | -2 | 106 | -4 | 4
O=C(Nc1ccccc1)c1cc2ccccc2c(=O)s1 | 82 | 2.4 | -10 | -2 | 0 | 0 | 85 | 6 | 0
CCOC(=O)c1ccc2c(c1)nc(C)n2CC | 86 | -2.2 | -4 | 0 | 5 | -3 | 85 | 3 | 0
Nc1nc(Cn2nnc(-c3ccccc3F)n2)nc(N2CCOCC2)n1 | 97 | 0.5 | 1 | 8 | 13 | 5 | 92 | 1 | 0
O=C(CCCC(=O)N(CC(=O)NC1CCCCC1)Cc1ccc2c(c1)OCO2)Nc1ccccn1 | 92 | -2.6 | 2 | 1 | 7 | 4 | 100 | 3 | 0
COc1ccc(NS(=O)(=O)c2ccc(-n3nnc4ccccc43)c([N+](=O)[O-])c2)cc1 | 111 | 0.8 | 1 | -6 | 0 | 5 | 103 | 2 | 0
COc1ccc(C(=O)Nc2ccc(N3CCCCC3)cc2)cc1Br | 97 | 1.2 | 1 | -2 | 11 | 6 | 93 | 7 | 2
CC1(C(=O)NC(=S)N(CCC#N)Cc2cccnc2)CC1(Cl)Cl (centres undefined) | 101 | 4.3 | 3 | 3 | -14 | 6 | 100 | 2 | 0
CS(=O)(=O)N1CCC(Oc2ccccc2C(=O)NCCCc2cccnc2)CC1 | 98 | -1.3 | -1 | -5 | 2 | -5 | 107 | -9 | 1
Cc1cc(C)c2c(-n3cccc3)c(C(=O)NNS(=O)(=O)c3ccc(F)cc3)sc2n1 | u | 0.4 | -1 | 4 | -9 | 13 | x | 13 | 1
O=C(N/N=C/c1ccc(N2CCOCC2)s1)c1ccc(NS(=O)(=O)c2cccs2)cc1 | 116 | 14 | 5 | -10 | 4 | -5 | 123 | -11 | 1
CCOC(=O)C1CCCN(C(=O)C2CCN(S(=O)(=O)CC)CC2)C1 (centres undefined) | 99 | 0.7 | -2 | 1 | -16 | -1 | 102 | 2 | 0
CN(C)c1ccc(C2N(c3ccc(Cl)cc3)C(=O)C3CCCN32)cc1 (centres undefined) | 98 | 1.7 | 5 | -1 | -29 | 0 | 104 | 0 | 5
O=C(c1ccc(-c2ccccc2)cc1)N1CCN(c2ccccc2F)CC1 | 102 | 1.3 | 1 | 1 | 11 | 3 | 100 | -6 | 0
COc1ccc2c3c(cccc13)C(=O)N(O)C2=O | 92 | -0.8 | 1 | 28 | 7 | 69* | 96 | 69* | 4
O=C(N/N=C/c1ccccc1Cl)c1[nH]c2ccc(Br)cc2c1-c1ccccc1 | 92 | 2.3 | -27 | -2 | 22 | 2 | 95 | -6 | 4
Fc1cccc(Cl)c1Cn1ncc2ccccc21 | 101 | 0.6 | x | x | 12 | x | 98 | x | 0
C=CCO/N=C(/CCC)C1=C(N)CC(C)(C)CC1=O | 96 | -2.2 | -2 | 2 | 4 | 4 | 104 | -5 | 1
Cc1onc(-c2ccccc2)c1CNC(=O)Nc1ccccc1 | 93 | -1.6 | -1 | 2 | 28 | 0 | 98 | 2 | 1
Nc1ccc(-c2ncc(-c3ccccc3)o2)cc1 | 96 | -0.9 | 8 | 11 | -11 | 6 | 80 | 5 | 0
The results go on:
SMILES | CIT2-GFP yeast | MEX-5 binding | Fam108B counter | GLD-1 TGE inh | VLA-4 inh | BCLXL inh | AGP1-GFP MLPCN | MCL1-BIM inh | GRK2 inh
CCOc1cc(CN2CCN(S(=O)(=O)Cc3ccccc3)CC2)ccc1OC | 100 | -0.8 | 3 | 10 | 8 | 4 | 102 | 6 | 2
O=C(NCC(O)c1ccc([N+](=O)[O-])cc1)Nc1ccccc1 (centres undefined) | 99 | -1.3 | 13 | 2 | 3 | 4 | 99 | 0 | 5
CCCNC(=O)CC(NS(=O)(=O)c1ccc(OC)cc1)c1ccco1 (centres undefined) | 104 | -0.6 | -2 | 3 | 2 | 3 | 106 | -9 | 1
CSc1ccccc1C(=O)OCC(=O)Nc1cccnc1Cl | 105 | x | x | 3 | 0 | x | 138 | x | 1
O=C(/C=C/c1ccccc1Cl)N(Cc1cccs1)C1CCS(=O)(=O)C1 (centres undefined) | 89 | -0.5 | -1 | 5 | -3 | 1 | 102 | 2 | 1
COC(=O)[C@]1(Cc2ccccc2)N[C@H](CN(C)S(=O)(=O)c2ccc(OC(F)(F)F)cc2)[C@@H]2C(=O)N(Cc3ccccc3)C(=O)[C@@H]21 | 102 | x | x | -3 | -15 | x | 107 | x | 1
N#C/C(=C/c1ccc(F)cc1)c1nnc(NC(=O)c2ccccc2)s1 | 110 | -3.3 | -3 | 6 | 1 | 6 | 100 | 5 | 0
CC(C)(O)CC[C@@H](O)[C@](C)(O)C1CC[C@@]2(O)C3=CC(=O)[C@]4(O)C[C@@H](O)[C@@H](O)C[C@]4(C)C3CC[C@]12C (some centres undefined) | 109 | x | x | -1 | 0 | 1 | 100 | 10 | 0
Cc1nn(-c2c(Cl)cc(Cl)cc2Cl)c(=O)c2ccccc12 | 83 | -2.6 | -1 | -9 | -3 | 1 | 89 | -4 | 2
CC(=O)Nc1ccc(-n2cc(-c3ccccc3)[nH]c2=S)cc1 | 110 | 2.1 | 0 | 8 | 1 | 8 | 112 | 6 | 0
CC1Oc2ccccc2N(CC(=O)NCCN2CCOCC2)C1=O (centres undefined) | 108 | 1.5 | -1 | 37* | 14 | 31* | 101 | 49* | 3
Cc1ccc(C)c(-c2cc(C(=O)Nc3cccc(C(=O)O)c3)c3ccccc3n2)c1 | 98 | 3.1 | -1 | 1 | 8 | 4 | 100 | 8 | 0
Cc1ccc(-c2c(C(=O)N/N=C/c3cccc(Cl)c3)nnn2-c2nonc2N)cc1 | 108 | 0.3 | -10 | 4 | -34 | 7 | 99 | 10 | 4
Cc1cccnc1NC(=O)CNC(=O)COc1ccccc1 | 96 | -1.3 | 0 | -1 | 2 | 4 | 109 | -6 | 1
NC(=O)c1ccc(Cl)c2ccccc12 | 103 | -1.6 | 3 | 2 | -5 | 2 | 95 | -1 | 0
COc1ccc(S(=O)(=O)Nc2cccc3c2O[C@H](CN(C)C(=O)Nc2c(C)noc2C)[C@@H](C)CN([C@H](C)CO)C3=O)cc1 | 96 | x | x | -3 | 8 | x | 101 | x | 0
CCOC(=O)C1=NN(c2ccccc2)C2(S1)SC(C(C)=O)=C(C)N2c1ccccc1 (centres undefined) | 106 | -1.1 | 6 | 1 | 1 | 2 | x | 8 | 0
COc1ccc(NC(=O)c2cc(S(=O)(=O)N3CCCC3)ccc2C)cn1 | 101 | x | x | 29 | 9 | 35* | 107 | 42* | 0
COc1ccc(-c2ccc3nnc(SCC(=O)N4CCCC4)n3n2)cc1 | 91 | -1.9 | 0 | -3 | 6 | 0 | 87 | 9 | 2
CC1CC(=O)c2cnc(Nc3ccccc3)nc2C1 (centres undefined) | 89 | -0.4 | 4 | 7 | -5 | 0 | x | 2 | 0
O=C(Cc1sc(-c2ccccc2)nc1-c1ccccc1)Nc1ccccc1 | 99 | 0.9 | -10 | 7 | 14 | 3 | 96 | -5 | 0
COc1ccc(Br)cc1CN(C)C(=O)c1cnc(C)cn1 | 102 | 3.3 | -6 | -4 | 11 | 2 | 102 | -3 | 3
CC(=O)c1ccccn1 | 99 | 1.9 | 1 | 7 | 33 | -2 | 102 | -4 | 0
CCOC(=O)c1c(NC(=O)/C=C/c2ccc3c(c2)OCO3)sc(C)c1CC | 108 | -3.2 | 82* | -1 | 13 | -1 | 80 | -3 | 1
C=C[C@H](Cc1ccccc1)N(Cc1ccccc1)S(=O)(=O)N(Cc1ccccc1)[C@H](C=C)Cc1ccccc1 | 85 | x | x | -2 | -3 | x | 85 | x | 3
New compounds follow
SMILES | CIT2-GFP yeast | MEX-5 binding | Fam108B counter | GLD-1 TGE inh | VLA-4 inh | BCLXL inh | AGP1-GFP MLPCN | MCL1-BIM inh | GRK2 inh
COc1cccc(C2=NOC(C(=O)Nc3cc(C)on3)C2)c1 (centres undefined) | 76 | 1.8 | 1 | -2 | -2 | 1 | 104 | 5 | 0
COC(CN(C)S(=O)(=O)c1cc2c3c(c1)CCN3C(=O)CC2)OC | 98 | -2.1 | 3 | 4 | 5 | 2 | 103 | 5 | 0
Cc1cc(C)cc(OCc2nnc(SCC(=O)OC(C)C)o2)c1 | 97 | 1.4 | -2 | 3 | 1 | 4 | 97 | 8 | 0
COc1ccc(NS(=O)(=O)c2cccs2)cc1S(=O)(=O)N1CCOCC1 | 93 | -0.3 | -1 | -2 | 1 | 0 | 101 | -3 | 1
CCCc1cc(=O)oc2c(C)c(OCC(=O)Nc3ccccn3)ccc12 | 93 | -3.5 | -1 | -11 | 6 | -1 | 100 | 1 | 0
CCOC(=O)COc1c(Cl)cc(/C=C2\N=C(C)OC2=O)cc1OC | 92 | 2.2 | -4 | 2 | 0 | 6 | 96 | 1 | x
N=C1S/C(=C\c2ccc(-c3cccc(Cl)c3)o2)C(=O)N1c1nccs1 | 95 | 0.4 | 11 | -6 | 20 | 8 | 93 | 1 | 4
OCC[C@@H]1C[C@@H](O)[C@H](O)[C@@]2(Cc3ccccc3O2)O1 | 96 | -2.1 | 1 | 5 | 28 | 0 | 103 | 9 | 0
COc1ccc(CN2C3CCCC2CC(NC(=O)Nc2ccccc2)C3)cc1 (centres undefined) | 104 | -0.6 | -1 | 7 | -5 | -5 | 106 | -6 | 1
CC(C)c1ccccc1NC(=O)CCCC(=O)O | 95 | 0.0 | 3 | 2 | 16 | 0 | 95 | 0 | 1
Cc1cccc(C)c1-n1c(SCC(=O)N2CC(=O)Nc3ccccc32)nc2ccccc2c1=O | 95 | x | 1 | -6 | 11 | 1 | 92 | -6 | 10
COc1ccccc1CCC(=O)N1CCN(S(=O)(=O)c2cc(C(F)(F)F)ccc2Cl)CC1 | 88 | x | x | 4 | 2 | -3 | 91 | -10 | 1
COc1ccc(S(=O)(=O)N2CCC(NC(=O)c3ccccc3)CC2)cc1 | 105 | 0.6 | -2 | -2 | 17 | 1 | 110 | -3 | 5
CCN(CC(=O)NC(C)(C)C)C(=O)COc1c(Cl)cc(Cl)c2ccc(C)nc12 | 81 | -0.3 | -3 | 7 | -1 | 7 | 86 | 7 | 0
